Screening results as filed in PubChem.
IEC-6 tox: cytotoxicity in IEC-6 intestinal epithelial cells, primary screen, cytotoxicity control for KLF5 inhibitor project, cell-based, luminescence; IEC-6 cytotoxicity, luminescence viability; inhibition, % at 5 µM; 0.78% of 290,000 active; in the data active means inhibition above about 22%;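 further: 0% = plate median of test compound wells and 100% = cytotoxic reference compound wells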
HSF1 inhib: HSF1 inhibitors in luciferase reporter cells, primary screen, cell-based, NIH3T3, luminescence | NIH3T3-HGL HSE-luciferase, MG132-induced, luminescence 8 h; stronger effect = lower value | activity change, negative = inhibition, % at 7.5 µM (by protocol) | 0.77% of 300,000 active;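 active means more than half of replicate wells show activity change below -50%, luminescence cut by over half; inconclusive means some wells, but at most half, below -50%; inactive means no replicate well below -50%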;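 further: luciferase reports HSF-1 transcriptional activity via heat shock element; 0% = median of DMSO wells and -100% = zero luminescence signal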
AI-2 QS mod: Vibrio harveyi AI-2 quorum sensing modulators, primary screen, JMH597 strain, luminescence/OD600 ratio; Vibrio harveyi JMH597 AI-2 luminescence/OD600 ratio, 9 h; stronger effect = lower value; strain lacks LuxN and CqsS sensors; 0 = neutral-control median; activity change, % at 7.5 µM; 0.4% of 300,000 active; AID 2094, 2009; in the data active means activity change below about -75%, passing the limit was not always enough; inconclusive means no clear call, values can overlap the other calls;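 further: luminescence divided by OD600 gain over 9 h not by final OD600 alone; inactives centre near 13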
aSyn 5UTR inh: MLPCN primary screen, SNCA 5' untranslated region; alpha-synuclein 5'UTR reporter, inhibitor activity; inhibition, % (tested at 7.5 µM); 0.82% of 300,000 active; in the data active means inhibition above about 60%; inconclusive means no clear call, values can overlap the other calls;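 further: H4 neuroglioblastoma cells stably carrying SNCA 5'UTR luciferase fusion; 0% = DMSO wells and 100% = positive control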
GSK3A inh: blockers of GSK3A enzyme activity – biochemical, luminescence, cell-free homogeneous, HTS, primary screen; Glycogen synthase kinase-3 alpha (Homo sapiens), P49840; GSK-3 alpha kinase, ADP-Glo luminescence, 60 min; inhibition, % at 10 µM; 0.1% of 320,000 active; AID 2650, 2010;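 in the data active means inhibition above about 50%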;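 further: GST-tagged GSK-3 alpha with peptide substrate and 25 µM ATP; 0% = DMSO neutral wells and 100% = GW8510 positive control wells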
Target sequence (P49840 whole entry, looked up): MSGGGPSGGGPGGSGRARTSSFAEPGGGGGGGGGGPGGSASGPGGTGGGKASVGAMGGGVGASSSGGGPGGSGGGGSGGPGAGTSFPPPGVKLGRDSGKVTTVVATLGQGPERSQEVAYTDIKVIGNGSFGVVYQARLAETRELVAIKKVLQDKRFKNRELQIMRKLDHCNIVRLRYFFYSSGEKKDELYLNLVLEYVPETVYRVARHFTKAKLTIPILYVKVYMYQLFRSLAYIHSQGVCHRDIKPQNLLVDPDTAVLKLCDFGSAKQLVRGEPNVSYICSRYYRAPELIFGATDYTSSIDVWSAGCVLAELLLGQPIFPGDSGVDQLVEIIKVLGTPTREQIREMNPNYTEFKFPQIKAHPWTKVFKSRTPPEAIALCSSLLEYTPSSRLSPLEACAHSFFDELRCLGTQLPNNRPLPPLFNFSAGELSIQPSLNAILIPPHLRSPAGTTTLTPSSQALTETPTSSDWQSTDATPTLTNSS
GSK3beta inhib: human GSK3beta kinase inhibitors, primary screen, biochemical, cell-free homogeneous, HTS; Glycogen synthase kinase-3 beta (Homo sapiens), P49841; GST-GSK3beta kinase, ADP-Glo luminescence, 60 min; stronger effect = lower value; activity score (negative = inhibition), % at 10 µM; 0.038% of 300,000 active;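 active means more than half of replicate wells score below -50%, meaning over 50% inhibition versus plate controls; inconclusive means some replicates but at most half score below -50%; inactive means no replicate scores below -50%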;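 further: 0% = median DMSO wells and -100% = median GW8510 positive control wells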
Target sequence (P49841 whole entry, looked up): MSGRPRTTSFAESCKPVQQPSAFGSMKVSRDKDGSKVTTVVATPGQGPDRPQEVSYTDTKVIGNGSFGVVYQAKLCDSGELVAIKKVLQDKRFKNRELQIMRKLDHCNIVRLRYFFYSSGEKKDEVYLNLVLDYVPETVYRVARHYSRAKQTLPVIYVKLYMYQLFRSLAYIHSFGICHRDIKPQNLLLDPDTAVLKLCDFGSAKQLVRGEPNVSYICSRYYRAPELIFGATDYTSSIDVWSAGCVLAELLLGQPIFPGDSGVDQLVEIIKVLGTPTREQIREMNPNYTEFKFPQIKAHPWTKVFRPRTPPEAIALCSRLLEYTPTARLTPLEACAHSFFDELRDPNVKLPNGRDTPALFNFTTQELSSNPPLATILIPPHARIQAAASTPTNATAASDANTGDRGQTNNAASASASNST
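Test system: GST-tagged human GSK3beta kinase, cell-free; evaluation: activity score scaled between in-plate DMSO and GW8510 controls; measured by: ADP-Glo luminescence; incubation: 60 min reaction, RT; benchmarks: DMSO and 20 µM GW8510; reagent: peptide substrate plus 25 µM ATP (final); medium: Tris/MgCl2 kinase buffer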
KLF5 inh: KLF5 expression inhibitors, primary screen, DLD-1 cells, luminescence | DLD-1 KLF5 promoter-luciferase reporter | inhibition, % at 5 µM | 0.23% of 290,000 active | AID 1700, 2009;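 active means inhibition above a per-plate limit of that plate's mean compound inhibition plus 3 SD, cut at about 60% in these data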;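 further: 0% = DMSO wells and 100% = LY294002 at 200 µM; higher means less KLF5 promoter-driven luciferase light; inactives centre near -14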
HSF-1 act: HSF-1 activators, primary screen, NIH3T3-HGL cells, MG132 stress, luminescence, single point; NIH3T3-HGL HSF-1 luciferase reporter, 8 h; 100% = twice DMSO control signal; activation, % at 9 µM; 1.7% of 300,000 active; AID 504408, 2011;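 active means mean replicate activation of at least 50% with a set share of replicates each reaching 50%; inconclusive means only one of those two conditions met; inactive means mean below 50% and too few replicates reaching it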;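 further: 0% = median of the neutral control wells and 100% = twice that signal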
HSP90 refold inh: HSP90 inhibitors, primary screen, cell lysate, luminescence. Rabbit reticulocyte lysate, luciferase refolding luminescence, 3 h. inhibition, % at 5.6 µM. Heat shock protein HSP 90 (rabbit reticulocyte lysate; luciferase refolding). AID 1789, 2009. 0.91% of 290,000 active;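 active means inhibition above the screen-wide mean plus 3 SD, computed separately per campaign, cut at about 16% in these data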;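 further: 0% = DMSO wells and 100% = 60 µM geldanamycin wells; inhibitors lower the luminescence because luciferase stays unfolded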
PolyA inhibitor: polyadenylation inhibitors in yeast reporter cells, primary screen, luminescence, S. cerevisiae | S. cerevisiae SKY197-pL101 polyadenylation reporter, beta-gal luminescence; efflux-impaired pdr1/pdr3 knockout yeast; score 100 = 6 SD above DMSO | calls only at 12 µM | 0.02% of 300,000 active | AID 1875, 2009;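 active means lowest replicate activity score at least 50, where 100 means six control SD above control mean; inconclusive means lowest score under 50 but half or more replicates reach 50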;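 further: yeast exposed to compound for 9 h at 30 °C; higher score means more reporter readthrough which indicates perturbed polyadenylation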
* marks the source's active call; other numbers are inactive results; i = inactive; ? = inconclusive; nt = no result given.

SMILES	IEC-6 tox	HSF1 inhib	AI-2 QS mod	aSyn 5UTR inh	GSK3A inh	GSK3beta inhib	KLF5 inh	HSF-1 act	HSP90 refold inh	PolyA inhibitor
Cc1c(C(=O)OC(C)C)sc(NC(=O)c2cccnc2)c1C#N	-2	4	30	-80	1	-1	-50	8	-3	i
CCOC(=O)c1cnc(SCc2cccc(C)c2)nc1N	0	6	-55	-89	1	1	-8	31	-1	i
O=C(Cn1c(=O)[nH]c2ccccc2c1=O)N1CCN(c2cccc(Cl)c2)CC1	-4	0	13	17	0	5	21	-4	-1	i
O=C(c1ccc([N+](=O)[O-])s1)N1CCN(c2ccccn2)CC1	-5	7	50	2	-1	0	3	24	-1	i
CC(C)(C)c1csc(NNC(=O)c2ccc(Cl)cc2)n1	4	0	26	-34	-1	3	-56	0	-8	i
O=C1COc2ccc(S(=O)(=O)N3CCc4ccccc43)cc2N1	-5	6	9	-6	1	-1	-34	-12	-3	i
COCCN(CCNC(=O)c1ccc(NC2=NC3CS(=O)(=O)CC3S2)cc1)Cc1ccco1 (stereo unspecified)	4	-12	31	0	0	-3	-10	-11	2	i
CCSS(=O)(=O)c1cccc2cccnc12	1	25	nt	7	-1	4	10	24	7	i
Cc1cc(C(=O)Nc2ncn(Cc3ccc(F)cc3)n2)ccc1[N+](=O)[O-]	2	0	23	0	-1	2	7	8	1	i
C=CCNc1nc(C(=O)OCC(=O)NCc2ccccc2OC)cs1	nt	-2	35	3	-2	-2	nt	6	nt	i
CCCC(=O)N1CCN(S(=O)(=O)c2cc(Cl)ccc2OC)CC1	-1	-3	9	3	0	0	16	3	0	i
CCOCCCNC(=O)Cn1nc(Cc2ccncc2)c2ccccc2c1=O	-4	-14	25	-10	-1	0	-20	-5	2	i
COc1ccc(Br)cc1-c1noc(-c2ccccc2F)n1	-1	-12	20	-14	0	1	3	-16	2	i
Cc1cccc(/C=C/c2onc(C)c2[N+](=O)[O-])n1	nt	24	22	1	0	-2	nt	?	nt	i
O=C(Cc1ccc([N+](=O)[O-])cc1)Nc1ccc(Br)cn1	3	13	13	-19	1	0	-63	28	0	i
Cc1cc(OC2CCCCC2)nc(NCc2ccccc2)n1	0	-6	13	18	-3	4	-27	-25	3	i
Cc1ccc(NCc2nnc(SCC(=O)OC3CCCCC3)o2)c(C)c1	-8	3	36	-1	-1	4	1	9	3	i
COc1ccc(C(C#N)N2CCCCC2)cc1OC (stereo unspecified)	-3	nt	22	17	-2	0	-19	nt	-1	i
CCCCc1nc2sc3c(=O)n(N)cnc3c2c2c1CCC2	-2	9	2	-15	nt	-1	-3	16	10	i
Cc1ccc(S(=O)(=O)N2CCCC(C(=O)NC3CC3)C2)cc1 (stereo unspecified)	-6	-2	5	-13	-2	-1	-5	2	-1	i
O=C(COC(=O)c1ccc(-c2nnc(-c3ccccc3)o2)cc1)c1ccccc1	2	39	15	-126	-3	2	-35	51*	-5	i
Cc1cccc(N2CC(C(=O)Nc3ccc(S(=O)(=O)NCC4CCCO4)cc3)CC2=O)c1C (stereo unspecified)	4	-35	nt	0	-1	nt	-7	-47	1	i
c1ncn(C23CC4CC(CC(C4)C2)C3)n1	-7	1	10	1	-6	-2	7	-4	2	i
O=C(CSCCO)Nc1cccc(C(F)(F)F)c1	4	-2	16	15	-1	0	-2	0	2	i
FC(F)(F)c1cc(-c2ccco2)nc(NCc2ccco2)n1	3	10	7	-14	-5	1	3	37	3	i
COc1cccc(Oc2cc(NN3CCCCC3)c([N+](=O)[O-])cc2[N+](=O)[O-])c1OC	-5	4	28	-28	-1	2	-13	-7	-5	i
Cc1nn(C(C)(C)C)c(NC(=O)c2ccc(Cl)cc2Cl)c1Br	-1	8	19	-18	-3	-23	-36	12	-2	i
COc1ccc(/C(C)=N/NC(=O)c2nnn(-c3nonc3N)c2-c2cccs2)cc1OC	-1	7	5	9	-1	0	-19	7	-5	i
Fc1ccc(NCc2nnc(SCc3ccccc3)o2)cc1	2	2	-20	7	-1	-3	-20	8	-2	i
COc1ccc(CC(=O)Nc2cccc(SC)c2)cc1OC	2	4	37	17	nt	-3	16	-2	3	i
O=C(CSc1nc(-c2ccco2)cc(C(F)(F)F)n1)Nc1ccc2c(c1)OCO2	-3	-10	13	31	-1	0	-31	-10	-2	i
Cc1ccc(CNC(=O)c2cncc(Br)c2)cc1	-2	-5	9	0	-3	-3	-29	3	1	i
O=C(NCc1cc(C(F)(F)F)ccc1F)C1CCC(=O)N(C2CC2)C1 (stereo unspecified)	0	-1	20	-16	-1	5	-19	6	-3	i
Cc1cc[n+](C2=C([O-])c3ccccc3C(=O)/C2=N\S(=O)(=O)c2cccs2)cc1C	-8	23	45	74*	2	0	-16	27	8	i
Cc1ccc2cc(C(c3nnnn3Cc3ccccc3)N3CCc4ccccc43)c(=O)[nH]c2c1C (stereo unspecified)	0	-4	18	5	-3	1	-8	11	5	i
CCN(CC)c1nc(-c2ccc(Cl)cc2)cc(C(F)(F)F)c1C#N	7	-4	-1	14	0	1	8	-10	3	i
O=C(Cn1cc(C(F)(F)F)ccc1=O)Nc1cc(S(=O)(=O)N2CCOCC2)ccc1Cl	-2	-2	24	3	1	0	4	2	1	i
Cc1cnc(C(=O)Nc2ccc(C)c(S(=O)(=O)N(C)C)c2)cn1	-4	6	20	5	nt	0	-7	1	-8	i
O=C(O)CCC(=O)Nc1ccc(N2CCCCCC2)cc1	-11	-7	57	24	-3	4	-33	-13	0	i
CN(C)C=NCCn1c(N2CCOCC2)nc2c1c(=O)n(C)c(=O)n2C	2	-5	6	4	nt	1	-1	-6	0	i
COc1ccc(CCNC(=O)CN2CCN(S(=O)(=O)c3ccc(Cl)cc3)CC2)cc1OC	-3	-2	20	14	2	-24	-11	5	1	i
Cc1c(CCOC(=O)c2cc([N+](=O)[O-])cc([N+](=O)[O-])c2)sc[n+]1CCCCS(=O)(=O)[O-]	4	-6	0	-16	-8	3	-10	-14	4	i
Cc1noc(C)c1-c1nc(CSc2ccccc2)no1	-4	3	34	-23	-2	2	-20	-4	-2	i
CC(=O)N1CCN(c2ccc(S(=O)(=O)NCCN(C(C)C)C(C)C)cc2[N+](=O)[O-])CC1	3	4	9	14	-2	1	-9	-3	-1	i
COC(=O)c1sccc1NC(=O)CC1C(=O)NCCN1C(=O)Nc1cc(Cl)ccc1OC (stereo unspecified)	8	-1	17	-6	-1	-1	3	11	5	i
CCOCCN(C(=O)COC)c1cccc(OC)c1	-3	7	13	2	-7	0	-2	10	0	i
O=c1ccc(=O)n(-c2ccccc2)[nH]1	-2	3	nt	0	-2	1	-14	15	-1	i
O=C(O)c1cccc(N/N=C/c2sc(N3CCOCC3)nc2-c2ccccc2)c1	-2	-8	23	-57	nt	4	-56	-13	6	i

Brought forward from above: 5 entries, then new ones.
SMILES	IEC-6 tox	HSF1 inhib	AI-2 QS mod	aSyn 5UTR inh	GSK3A inh	GSK3beta inhib	KLF5 inh	HSF-1 act	HSP90 refold inh	PolyA inhibitor
CC(=O)N1CCN(c2ccc(S(=O)(=O)NCCN(C(C)C)C(C)C)cc2[N+](=O)[O-])CC1	3	4	9	14	-2	1	-9	-3	-1	i
COC(=O)c1sccc1NC(=O)CC1C(=O)NCCN1C(=O)Nc1cc(Cl)ccc1OC (stereo unspecified)	8	-1	17	-6	-1	-1	3	11	5	i
CCOCCN(C(=O)COC)c1cccc(OC)c1	-3	7	13	2	-7	0	-2	10	0	i
O=c1ccc(=O)n(-c2ccccc2)[nH]1	-2	3	nt	0	-2	1	-14	15	-1	i
O=C(O)c1cccc(N/N=C/c2sc(N3CCOCC3)nc2-c2ccccc2)c1	-2	-8	23	-57	nt	4	-56	-13	6	i
CCCn1c(=O)c2ccccc2n2c(SCC(=O)Nc3cc(C)on3)nnc12	nt	-6	27	-4	-2	1	nt	-8	nt	i
COC(=O)/C(=N\Nc1ccc(Cl)cc1)Sc1nnc(-c2ccc(OC)cc2)n1C	-4	-4	2	9	-1	0	-18	17	-3	i
COc1ccc(S(=O)(=O)NC(C)C)cc1C(=O)N1CCOCC1	-2	-3	16	17	0	-2	-4	-2	4	i
Cc1ccccc1COn1nnc2ccc(S(=O)(=O)N3CCOCC3)cc21	nt	0	1	-1	0	4	nt	10	nt	i
Cc1ccc2[nH]c(=O)c(CN(Cc3ccco3)C(=O)CN3CCCC(C)C3)cc2c1 (stereo unspecified)	3	-4	21	14	-1	2	-9	-7	2	i
O=C(O)C1CCCCC1C(=O)N1CC=C(c2ccccc2)CC1 (stereo unspecified)	-4	-40	8	-25	nt	-5	-15	-48	0	i
CC(C)Nc1ccc(C(CC(N)=O)NC(=O)c2ccc(Br)cc2)cc1[N+](=O)[O-] (stereo unspecified)	nt	9	-11	-9	-4	1	nt	1	nt	i
COc1ccc2c(c1)c(-c1csc(N)n1)c(C)n2C	-1	-3	7	-7	-3	4	-27	11	1	i
C=C1C(=O)O[C@H]2C1CC[C@@](C)(O)C13C=CC(C)(C21)C1(C3)C(=O)O[C@@H]2C3C(C)=CCC3[C@](C)(O)C[C@H](OC(C)=O)C21 (stereo partly specified)	-3	9	4	-29	6	0	17	16	-5	i
O=C(C1CCCCC1)N1CCN(c2ccccc2F)CC1	6	-19	26	18	1	-2	1	-41	0	i

Quoted at random: two records from the list, in no set order.
SMILES	IEC-6 tox	HSF1 inhib	AI-2 QS mod	aSyn 5UTR inh	GSK3A inh	GSK3beta inhib	KLF5 inh	HSF-1 act	HSP90 refold inh	PolyA inhibitor
O=C(C1CCCCC1)N1CCN(c2ccccc2F)CC1	6	-19	26	18	1	-2	1	-41	0	i
O=C(O)C1CCCCC1C(=O)N1CC=C(c2ccccc2)CC1 (stereo unspecified)	-4	-40	8	-25	nt	-5	-15	-48	0	i

Only part of the results is shown; the hit share may differ from the screen's.
